# HTRA1 inhibitor = HTRA1 serine protease inhibitors, primary screen, biochemical, fluorescence polarization, HTS. recombinant HTRA1, FP-rhodamine activity-based probe. inhibition, % at 5.96 µM. 0.5% of 340,000 active. AID 504803, 2011; in the data active = inhibition above about 36%;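 also: 0% = enzyme with DMSO and 100% = wells lacking enzyme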
# PRMT1 FP inh = PRMT1 methyltransferase inhibitors, primary screen, biochemical, fluorescence polarization | inhibition, % at 2.79 µM | 1.3% of 370,000 active | AID 652257, 2013 | recombinant PRMT1, activity-based probe fluorescence polarization | Protein arginine N-methyltransferase 1 (Homo sapiens), Q99873;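 active = inhibition above about 21% made by adding two undisclosed values, limit read from the data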
# LEDGF integ inh = blockers of LEDGF/p75-dependent integrase strand transfer – biochemical, TR-FRET, high throughput, primary screen. inhibition, % at 3.7 µM. HIV-1 integrase (with human LEDGF/p75). TR-FRET IN-LEDGF/p75 DNA integration, Eu/Cy5. 0.64% of 370,000 active;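 active = inhibition above the screen-wide mean plus 3 SD, cut at about 13% in these data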;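 also: signal is the Cy5 over europium emission ratio at 671 and 618 nm; 0% = plate median of compound wells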
# PG9 Ab binder = binders of HIV-1 gp120 antibody PG9, primary screen, biochemical, TR-FRET | HIV-1 gp120 / PG9 antibody interaction | TR-FRET gp120-PG9 antibody binding | inhibition, % at 6.7 µM | 0.43% of 360,000 active; in the data active = inhibition above about 8.5%
# rCAG RNA binder = binders of r(CAG) RNA repeats, primary screen, biochemical, fluorescence; inhibition, % at 3 µM; r(CAG) RNA repeat, TO-PRO-1 dye displacement fluorescence; AID 651821, 2012; 1.3% of 370,000 active;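 active = inhibition above the plate cutoff, the mean of all test compounds on that plate plus 3 SD, cut at about 35% in these data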;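 also: 0% = DMSO alone and 100% = 100 µM mitoxantrone as full dye displacement; higher means more dye released from RNA so lower well fluorescence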
# TCR-CD3 inh = inhibitors of human TCR-CD3 interaction, primary screen, biochemical, fluorescence, TAMRA-labeled TCR probe; inhibition, % at 9.4 µM; 0.37% of 360,000 active; T-cell receptor (TCR); in the data active = inhibition above about 19%;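 also: recombinant mutant TCR 2C K166C tagged with TAMRA read by polarization; 0% = receptor in buffer alone and 100% = receptor with positive control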
# Rev-erbA mod = modulators of Rev-erb alpha DNA binding, primary screen, biochemical, FITC-DNA, fluorescence polarization, uHTS. Nuclear receptor subfamily 1 group D member 1 (Homo sapiens), P20393. Rev-erbα–FITC-DNA binding, 90 min. activity, % at 10 µM. 0.79% of 370,000 active;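 active = activity above about 14%, limit read from the data; passing the limit was not always enough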;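 also: 0% = DMSO wells with 35 nM protein and 100% = DMSO wells with 750 nM protein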
# Target sequence (P20393 whole entry, looked up): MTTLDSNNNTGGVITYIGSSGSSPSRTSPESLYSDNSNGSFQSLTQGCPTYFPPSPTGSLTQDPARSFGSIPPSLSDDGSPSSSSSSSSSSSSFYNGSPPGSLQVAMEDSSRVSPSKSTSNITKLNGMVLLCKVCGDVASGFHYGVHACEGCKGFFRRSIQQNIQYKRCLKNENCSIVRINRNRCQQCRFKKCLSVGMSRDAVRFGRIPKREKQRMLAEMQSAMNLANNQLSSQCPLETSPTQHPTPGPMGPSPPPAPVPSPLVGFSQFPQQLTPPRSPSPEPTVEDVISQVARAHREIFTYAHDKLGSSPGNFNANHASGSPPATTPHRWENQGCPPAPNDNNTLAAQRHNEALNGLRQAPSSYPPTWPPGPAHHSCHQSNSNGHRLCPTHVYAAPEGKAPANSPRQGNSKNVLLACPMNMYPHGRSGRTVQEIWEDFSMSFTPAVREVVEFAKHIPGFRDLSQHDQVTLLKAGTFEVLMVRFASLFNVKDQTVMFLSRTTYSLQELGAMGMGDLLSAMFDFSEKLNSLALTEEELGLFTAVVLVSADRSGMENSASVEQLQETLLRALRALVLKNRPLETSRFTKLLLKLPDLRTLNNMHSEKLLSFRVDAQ
# mABHD4 FP = ABHD4 inhibitors, primary screen, biochemical, fluorescence polarization, mouse; inhibition, % at 8.92 µM; purified mABHD4, FP-Rh probe fluorescence polarization; AID 720543, 2013; 0.54% of 370,000 active;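 active = inhibition exceeding the mean over every tested compound plus 3 SD, cut at about 30% in these data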;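 also: 0% = plate median of compound wells and 100% = S159A mutant with DMSO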
#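 Assay system: wild-type mouse ABHD4 protein; compound: single nominal dose of 8.92 µM, 0.89% DMSO final; schedule: 45 min + 60 min at 25 °C; measured by: FP readout, ex 525 nm / em 598 nm; evaluation: % inhibition of FP-Rh probe binding versus controls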
# SIAE inh = human SIAE inhibitors, primary screen, biochemical, fluorescence polarization, FP-Rh probe, 1536-well HTS; inhibition, % at 9.66 µM; AID 1053197, 2014; 0.69% of 370,000 active; SIAE FP-Rh probe binding; Sialate O-acetylesterase (Homo sapiens), Q9HAT2;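 active = inhibition above a cutoff: mean of compounds within the control limits plus 3 SD of those, cut at about 17% in these data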;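 also: 0% = plate median of compound wells and 100% = probe without SIAE protein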
# TDP2 inh = human TDP2 enzyme inhibitors, primary screen, biochemical, epi absorbance, recombinant enzyme; Tyrosyl-DNA phosphodiesterase 2 (Homo sapiens), O95551; T5PNP hydrolysis, p-nitrophenol absorbance 415 nm; inhibition, % at 12.8 µM; 0.34% of 370,000 active; AID 720702, 2013;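 active = inhibition above the mean of all tested compounds plus 3 SD, set per campaign, cut at about 25% in these data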;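 also: 0% = DMSO with enzyme and 100% = buffer with substrate but no TDP2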
# Target sequence (O95551 whole entry, looked up): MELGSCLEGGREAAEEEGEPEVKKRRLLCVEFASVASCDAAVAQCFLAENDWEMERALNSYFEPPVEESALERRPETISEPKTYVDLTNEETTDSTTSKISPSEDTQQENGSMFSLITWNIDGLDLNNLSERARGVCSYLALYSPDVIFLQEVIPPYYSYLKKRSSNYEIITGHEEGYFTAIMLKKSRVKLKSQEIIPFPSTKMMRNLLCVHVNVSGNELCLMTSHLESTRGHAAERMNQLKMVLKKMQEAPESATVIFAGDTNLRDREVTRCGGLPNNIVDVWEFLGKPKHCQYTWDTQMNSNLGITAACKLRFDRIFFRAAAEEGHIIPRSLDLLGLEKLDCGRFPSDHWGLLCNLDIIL
#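 Test system: human TDP2 enzyme; Input: 120 nM TDP2 per well; Buffer or medium: Mg2+-containing Tris-HCl buffer, pH 7.5; Reagent: 5 mM T5PNP; Dosing: 12.8 µM single point, 1% DMSO; Incubation: reaction 2 h, 37 °C; Detection: p-Nitrophenol epi absorbance; Read-out: % inhibition relative to enzyme-containing and enzyme-free wells; Replicates: single well per compound.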
# Numbers without * were called inactive; x = not tested or not shown. A portion of the library; count on the stated rates, not on these rows.
SMILES,HTRA1 inhibitor,PRMT1 FP inh,LEDGF integ inh,PG9 Ab binder,rCAG RNA binder,TCR-CD3 inh,Rev-erbA mod,mABHD4 FP,SIAE inh,TDP2 inh
CCOC(=O)CSc1nc2ccccc2c(=O)n1CC1CCCC1,-13.9,-1.9,6.9,-2.4,-3.2,-0.5,9.2,-14.8,-7.4,-19.3
CCOC(=O)C1(CCc2ccccc2)CCN(C(=O)C2=C(C)OCCO2)CC1,x,-0.5,0.3,0.7,-9.9,8.1,-0.9,0.5,2.5,3.5
NCCNC(=O)c1c(NC(=O)c2ccccc2)sc2c1CCCC2,-36.6,2.0,-1.3,-2.4,23.0,0.8,-1.3,-0.6,-9.7,-4.6
COc1cc(OC)c(-c2nc(-c3ccncc3)no2)cc1OC,-0.2,0.3,-5.7,-1.6,-0.4,-3.1,-2.5,-5.9,-7.7,-0.2
CCC(=O)Nc1ccc(NCc2ccc(-c3ccccc3)cc2)cc1,1.1,0.2,-3.8,-2.8,-0.4,-1.4,2.5,-6.3,-2.3,2.0
Cc1ccc(OCC(=O)c2cc(C)n(CC(F)(F)F)c2C)c([N+](=O)[O-])n1,-21.9,1.1,0.0,1.3,-2.9,3.8,-3.1,4.1,-0.2,0.1
CN(C)CCCNC(=O)c1ccc(-c2nc(-c3ccc(Cl)cc3)cs2)cc1,5.7,1.7,1.7,-4.0,13.0,-1.7,5.7,6.8,-3.0,0.4
COc1ccc(CC(=O)NC2CCN(CC(=O)N3CCCc4ccccc43)CC2)cc1OC,-8.1,3.3,0.0,0.5,-7.7,-13.3,2.0,1.8,-2.0,-0.6
O=C(c1nc2ccccn2c1CNCCCn1nnc2ccccc21)N1CCOCC1,0.5,-1.0,2.3,-1.0,0.2,0.8,0.7,-1.7,0.5,-7.9
CC(NC(=O)c1cccs1)C(c1cccs1)N1CCOCC1 (configuration not stated),3.3,5.1,-0.1,-0.4,-0.9,-7.2,3.0,-9.7,-0.8,-10.7
O=C(Nc1ccccc1)c1ccc(-c2ccc(F)cc2)s1,-7.5,-2.2,-1.4,18.6*,0.5,14.0,19.0,-2.2,-2.0,-2.8
O=C(CCNS(=O)(=O)c1ccccc1C(F)(F)F)NCC(c1ccco1)N1CCCCC1 (configuration not stated),3.0,-1.5,0.8,-1.3,-11.1,1.5,-5.5,-3.7,3.1,5.6
CCC(=O)N/N=C/c1ccc(-c2ccc([N+](=O)[O-])cc2)o1,3.3,0.3,0.9,-4.5,2.4,-1.9,9.3,3.2,5.7,7.3
CCCCn1c(N)c(N(CCC(C)C)C(=O)c2[nH]c(C)c(C(=O)OCC)c2C)c(=O)[nH]c1=O,-0.6,-2.2,2.4,-3.0,-11.0,-2.4,4.9,7.4,-1.6,-8.6
Cc1ccc(CSCC(=O)NN=C2CCN(C)CC2)cc1,-15.1,0.8,-3.2,-0.5,-0.8,-1.8,2.6,2.5,-4.1,4.8
Nn1c(SCC(=O)Nc2ccccc2-c2ccccc2)nnc1-c1cc(-c2ccc(Cl)cc2)n[nH]1,x,1.4,-2.4,x,9.8,x,-1.5,-20.8,-9.8,-9.7
CN(C(=O)COC(=O)CNC(=O)c1ccc(Cl)cc1Cl)c1ccccc1,0.4,3.1,-0.9,2.0,-4.7,-12.5,-3.4,-2.9,0.5,6.1
CC(=O)C1(C(=O)Nc2nccs2)CC(c2ccccc2C(F)(F)F)=NO1 (configuration not stated),x,5.0,1.2,x,2.5,x,2.2,1.5,-4.9,3.0
C=Cc1ccc(Cn2c(C)c(C(=O)NCc3ccccc3C(F)(F)F)sc2=O)cc1,x,2.8,-4.1,-2.6,1.8,-1.7,12.3,-22.1,-21.6,-0.7
N#CC1(Nc2ccc(-c3ccc(NC4(C#N)CCCC4)cc3)cc2)CCCC1,2.8,-1.5,-1.7,-3.4,10.6,-4.8,0.6,3.7,0.4,-7.2
Cc1cc(C)c2cc(C(=O)N3CCC(N4CCCCC4)CC3)[nH]c2c1,5.0,-1.1,-1.9,-1.0,-5.1,1.7,0.4,7.3,-1.6,1.5
O=C1CC(c2ccccc2Cl)CC(O)=C1C=Nc1ccccc1 (configuration not stated),1.1,-1.2,2.1,-3.1,2.3,0.8,12.3,-8.0,3.7,-12.1
CC(C)NC(=O)C1(C)Cc2c(-c3cccc(C(N)=O)c3)ccnc2O1 (configuration not stated),x,-2.6,2.1,0.1,0.9,-1.9,0.7,-3.0,-8.0,-0.4
NC(=O)C(c1ccccc1)c1ccc(C(=O)c2ccccc2)cc1 (configuration not stated),0.2,3.8,-1.5,0.9,-3.3,-8.5,2.0,-9.2,-2.7,2.3
CCc1ccccc1NC(=O)CN(C)C(=O)c1cccc(S(=O)(=O)N2CCCCCC2)c1,-2.6,-0.3,1.2,-1.5,-1.6,0.5,-2.6,-3.4,-0.4,-10.7

# The last 3 compounds of the section before come first, to join the parts.
SMILES,HTRA1 inhibitor,PRMT1 FP inh,LEDGF integ inh,PG9 Ab binder,rCAG RNA binder,TCR-CD3 inh,Rev-erbA mod,mABHD4 FP,SIAE inh,TDP2 inh
CC(C)NC(=O)C1(C)Cc2c(-c3cccc(C(N)=O)c3)ccnc2O1 (configuration not stated),x,-2.6,2.1,0.1,0.9,-1.9,0.7,-3.0,-8.0,-0.4
NC(=O)C(c1ccccc1)c1ccc(C(=O)c2ccccc2)cc1 (configuration not stated),0.2,3.8,-1.5,0.9,-3.3,-8.5,2.0,-9.2,-2.7,2.3
CCc1ccccc1NC(=O)CN(C)C(=O)c1cccc(S(=O)(=O)N2CCCCCC2)c1,-2.6,-0.3,1.2,-1.5,-1.6,0.5,-2.6,-3.4,-0.4,-10.7
COc1ccc(NC(=O)C2CCCN(S(=O)(=O)c3ccc4c(c3)oc(=O)n4C)C2)c(OC)c1 (configuration not stated),3.6,-4.1,2.2,-0.2,2.5,1.4,3.0,0.4,15.6,2.8
COc1cc(OC)c(OC)cc1CN1CCCC(C(=O)c2ccccc2SC)C1 (configuration not stated),3.1,-6.2,-0.1,-0.6,-4.7,3.1,-1.6,-2.1,-4.0,-15.5
CC1(C)CCCN(C(=O)c2ccc3c(c2NCCO)C(=O)c2ccccc2C3=O)C1,42.5*,-0.8,-1.5,-9.0,0.1,-16.7,0.1,5.5,6.1,3.5
c1ccc(-n2nnnc2SCc2cccc(CSc3nnnn3-c3ccccc3)n2)cc1,-21.5,-0.8,-1.6,-1.7,4.1,5.8,0.5,-4.1,-3.5,2.4
c1csc(-c2nc3nc4ccccc4nc3n2Cc2ccc3c(c2)OCO3)c1,-3.3,-1.1,-1.8,-0.2,1.8,-2.5,-4.3,-2.0,-15.6,7.6
O=Cc1cccn1Cc1ccc(Cl)cc1Cl,-10.4,-3.1,-3.2,0.6,-2.5,-2.7,1.4,-0.8,6.6,6.0
O=C(CN1CCN(c2nc(-c3ccccc3)cs2)CC1)Nc1ccc(F)cc1F,x,-3.4,2.9,x,1.8,x,-4.3,2.8,2.5,-0.3
CC(C)(Oc1ccc(Cl)cc1)C(=O)NCc1ccc(S(N)(=O)=O)cc1,-1.0,-0.9,2.5,0.8,2.6,5.7,-2.8,-5.0,-3.7,-0.4
O=C(CN1C(=O)/C(=C\c2cccs2)SC1=S)Nc1cccc(C(=O)O)c1,2.7,1.9,0.8,0.2,14.6,11.6,0.2,-7.5,-3.0,-2.7
CN1CCN(C(=O)C2CCN(c3ncnc4c3nc3n4CCCCC3)CC2)CC1,8.5,-2.6,0.4,-1.4,-6.6,7.5,-1.6,-0.5,-2.1,-9.9
CC1CC(C)CN(CC(O)COCc2ccccc2)C1 (configuration not stated),4.2,-4.8,0.8,-2.2,-2.1,-4.0,2.0,-1.4,2.4,-17.2
O=P(NCc1ccccc1)(OCc1ccccc1)OCc1ccccc1,-13.1,-4.0,2.1,-0.7,-0.8,3.6,-12.6,-1.1,-0.1,-7.2
O=C(NCCc1ccccc1)c1cc(-c2ccncc2)nc2ccc(S(=O)(=O)N3CCOCC3)cc12,-0.9,1.2,3.9,7.0,7.8,1.5,17.4,0.4,-5.8,-3.8
COc1ccc(CNC(=S)OC2CCC23CCC(c2ccccc2)CC3)cc1 (configuration not stated),x,-1.3,6.3,x,1.4,x,7.0,-14.5,-4.5,-7.2
O=C(CCC1CCN(C(=O)C2CC=CCC2)CC1)Nc1ccccc1 (configuration not stated),2.6,-2.6,-0.7,0.2,2.1,4.3,-2.2,6.2,1.8,0.5
CCCCNC(=O)c1ccc(CS(=O)(=O)c2cccc(C(F)(F)F)c2)o1,10.1,0.4,1.5,0.3,-1.9,4.7,2.3,1.2,1.8,6.0
COC(=O)c1cnn(-c2cc(Oc3cccc(C)c3)ncn2)c1N,-0.8,-1.8,1.3,1.3,1.3,8.3,4.9,4.4,-2.0,-7.3
COc1ccc(CNC(=O)CN2C(=O)CSc3ccc(S(=O)(=O)N4CCOCC4)cc32)c(OC)c1,3.5,-0.2,0.8,-1.0,-4.3,5.3,3.2,-0.8,-1.8,-6.7
CC(=O)c1ccc(NC(=O)C2C3C=CC(O3)C2C(=O)O)cc1 (configuration not stated),1.6,2.2,0.8,-0.2,-1.2,4.5,-2.0,4.1,5.9,11.1
C#CCN1CC(N(C)CCOC(=O)c2ccc(F)cc2)CS1(=O)=O (configuration not stated),x,-3.7,2.3,x,2.0,x,-1.9,6.8,1.1,-5.5
O=C(CCCOc1cccc(Br)c1)NC1CCC(O)CC1 (configuration not stated),4.0,3.7,1.8,0.3,-2.0,0.9,-2.9,-8.4,-3.2,-12.4
Cc1cc(OCC(=O)O)c2ccccc2n1,6.1,5.7,-7.6,0.0,-1.8,-4.8,4.7,-13.1,-1.4,-7.7
CN(CC(=O)Nc1ccc(F)cc1)C(=O)CN1C(=O)c2ccccc2C1=O,4.8,2.4,0.2,0.4,1.2,5.1,6.9,7.2,10.5,1.8
Cc1csc(NC(=O)c2ccc3ccccc3n2)n1,-11.9,-0.7,5.3,-2.2,1.8,1.6,1.7,2.8,2.7,15.1
O=C(Nc1ccccc1NC(=O)c1ccco1)c1ccco1,0.2,0.6,5.5,1.1,-0.4,-1.0,2.6,0.1,-0.2,-2.2
CC1(C)N=C(SCC(=O)Nc2ccccc2)C(c2ccc(Cl)cc2)=N1,-0.5,10.6,2.5,-0.4,-6.6,2.4,-6.5,-13.7,-1.4,-0.8

# Source: PubChem
